HEK293 tox = qHTS of GLP-1 Receptor Inverse Agonists: Cytotox Screen; 0.13% of 410,000 active; HEK293 cAMP-luciferase reporter cells, luminescence, 24 h; Potency, µM (titrated, usually from 38.3 µM), inactives show at the top dose activity change, negative = inhibition, hits mostly inhibitors; AID 624418, 2012;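 note: loss of luciferase light is scored as toxicity; potency is the fitted concentration of half-maximal effect; % is set by controls: 0 for no effect and ±100 for the full control effect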
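Step one: seed cells (200 cells/uL, DMEM with 10% Nu serum, 1% pen-strep). Step two: 12-hour incubation at 37 deg C. Step three: pin 23 nL compound, incubate 24 hr. Step four: add luciferase reagent, read luminescence 12 min later.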
GLP1R ag = qHTS of GLP-1 Receptor Agonists. 0.007% of 380,000 active. Potency, µM (highest dose often 45.6 µM), for inactives: at the highest dose activation, usual class: activators. Glucagon-like peptide 1 receptor (Homo sapiens), P43220. HEK293 GLP-1R CRE-luciferase, luminescence, 4-6 h; cells express a hypersensitive GLP-1R form. AID 624172, 2012; note: potency is the fitted concentration of half-maximal effect; % of control where 0% means no effect
PI5P4Ka inh = qHTS for Inhibitors of phosphatidylinositol 5-phosphate 4-kinase (PI5P4K); max response, %; 1.2% of 330,000 active; AID 652105, 2013; PI5P4Kalpha enzyme, ADP-Glo luminescence, 60 min; active compounds read low; active = max response of -50% or lower; inconclusive = between -30% and -50%; inactive = -30% or higher; note: value at the top dose of about 77 µM; % is set by controls: 0 for no effect and ±100 for the full control effect
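Human PI5P4Kalpha with substrate in 0.038 M HEPES pH 7.4, 0.28 mM EGTA, 0.1% CHAPS, 5% DMSO; reaction started with 5 microM ATP (final), 60 min at room temperature. ADP formed read by ADP-Glo luminescence.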
PTHR1 ag = qHTS for PTHR1 Agonists: Primary Screen; 0.075% of 410,000 active; Potency, µM (titrated, usually from 115 µM), for the others: at the top dose activation, usual class: activators; HEK293 GP2 PTHR1 cells, GloSensor cAMP luminescence, 1 h; AID 743266, 2014; Parathyroid hormone/parathyroid hormone-related peptide receptor (Homo sapiens), Q03431; note: potency is the fitted concentration of half-maximal effect; nearly all actives have a fitted effect of over 55% in size; some results filed as inactive show a strong effect at the top dose; inactives centre near -15; many of its hits are not listed in these tables
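HEK-293-derived GP2 cells expressing PTHR1 and a GloSensor cAMP reporter, 3,000/well, plated overnight, given luciferin plus IBMX (each 0.5 mM as added) for 1 h at 37 °C, then compound for 1 h at 37 °C. Luminescence was read after 15 min at room temperature.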
PLK1 PBD inh = qHTS for Inhibitors of PLK1-PDB (polo-like kinase 1 - polo-box domain): Primary Screen; Serine/threonine-protein kinase PLK1 (Homo sapiens), P53350; Plk1 PBD binding of FITC phosphopeptide, fluorescence polarization; Potency, µM, inactives show max response, negative = inhibition, actives largely listed as inhibitors; 2.8% of 360,000 active; AID 720504, 2013; note: potency is the fitted concentration of half-maximal effect; series mostly up to about 57 µM; % is set by controls: 0 for no effect and ±100 for the full control effect; nearly all actives have a fitted effect of over 65% in size
IL-2 act = qHTS of IL-2 Activators. 0.065% of 360,000 active. activation, % (series mostly up to about 46 µM). IL-2 activation reporter assay, cell-based qHTS; stimulated with anti-CD3/CD4/CD28 beads; in transgenic mouse T cells. AID 652025, 2013; in the data active = activation above about 50%; inconclusive = mostly about 30% to 49%; note: 0% is about no effect
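Unstimulated transgenic mouse T cells; 60-min compound exposure; bead-based TCR/CD4/CD28 stimulation; 18 h culture, 37 degrees C; dual fluorescence (EGFP, DsRed) plate cytometry.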
EPAC1 antagonist = qHTS for Antagonist of cAMP-regulated guanine nucleotide exchange factor 3 (EPAC1): primary screen; 0.14% of 360,000 active; Rap guanine nucleotide exchange factor 3 (Homo sapiens), O95398; EPAC1 GEF assay, Rap1b-BODIPY-GDP exchange fluorescence; Potency, µM (highest dose often 115 µM), for inactives: top-dose activity change, negative = inhibition, usual class: inhibitors;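 note: potency is the fitted concentration of half-maximal effect; plate controls were vehicle for no effect and positive control for full effect; nearly all actives have a fitted effect of over 50% in size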
Target sequence (O95398 whole entry, looked up): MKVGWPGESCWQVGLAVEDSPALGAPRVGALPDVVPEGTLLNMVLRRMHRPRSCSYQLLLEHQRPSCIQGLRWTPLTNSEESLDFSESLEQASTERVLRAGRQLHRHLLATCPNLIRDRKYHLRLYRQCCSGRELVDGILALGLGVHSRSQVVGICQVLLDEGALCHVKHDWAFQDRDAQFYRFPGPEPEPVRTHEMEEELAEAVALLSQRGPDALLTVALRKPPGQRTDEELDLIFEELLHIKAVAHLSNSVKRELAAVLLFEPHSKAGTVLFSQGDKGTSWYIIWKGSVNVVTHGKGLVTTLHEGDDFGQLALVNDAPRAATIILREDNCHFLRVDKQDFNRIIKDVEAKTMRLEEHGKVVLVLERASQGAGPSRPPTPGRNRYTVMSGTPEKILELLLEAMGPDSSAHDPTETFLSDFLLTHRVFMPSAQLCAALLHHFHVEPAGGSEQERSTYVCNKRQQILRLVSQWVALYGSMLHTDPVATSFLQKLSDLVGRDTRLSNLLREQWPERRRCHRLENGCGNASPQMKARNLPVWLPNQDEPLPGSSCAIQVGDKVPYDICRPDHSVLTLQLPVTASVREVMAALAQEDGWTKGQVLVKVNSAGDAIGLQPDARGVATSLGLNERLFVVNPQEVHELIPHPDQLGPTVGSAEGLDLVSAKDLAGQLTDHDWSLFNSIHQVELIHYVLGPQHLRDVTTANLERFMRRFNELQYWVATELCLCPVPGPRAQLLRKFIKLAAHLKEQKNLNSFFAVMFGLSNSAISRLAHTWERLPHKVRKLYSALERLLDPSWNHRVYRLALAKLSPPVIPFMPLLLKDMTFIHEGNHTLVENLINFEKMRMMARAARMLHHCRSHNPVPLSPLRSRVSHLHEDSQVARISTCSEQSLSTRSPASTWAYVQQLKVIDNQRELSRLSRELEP
EPAC1 ag = qHTS for Agonist of cAMP-regulated guanine nucleotide exchange factor 3 (EPAC1): primary screen; Rap guanine nucleotide exchange factor 3 (Homo sapiens), O95398; EPAC1 agonist qHTS, biochemical assay; response scale: 100% = response to 6.5 mM cAMP; Potency, µM (doses to about 154 µM), for the others: at the highest dose activation, usual class: activators; 0.073% of 360,000 active; note: potency is the fitted concentration of half-maximal effect; nearly all actives have a fitted effect of over 60% in size
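Read-out is the fluorescence drop as BODIPY-GDP leaves Rap1B (480 nm excitation, 540 nm emission), recorded every 5 minutes over 30 minutes. Reactions held 100 nM EPAC1, 250 nM Rap1B–BODIPY-GDP and 50 uM GDP, with 6.5 mM cAMP setting full activation.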
GLP-1R inv ag = qHTS of GLP-1 Receptor Inverse Agonists (Inhibition Mode); Potency, µM (doses to about 38.3 µM), for inactives: at the highest dose activity change, negative = inhibition, actives largely listed as inhibitors; 1.6% of 410,000 active; HEK293 GLP-1R CRE-luciferase, luminescence, 24 h; GLP-1R form is constitutively active; note: potency is the fitted concentration of half-maximal effect; % is set by controls: 0 for no effect and ±100 for the full control effect; nearly all actives have a fitted effect of over 55% in size
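Readout was luciferase luminescence, measured 12 min after detection reagent at room temperature. Beforehand, GLP-1R reporter HEK293 cells had sat 12 h, then received compounds for 24 hr at 37 deg C.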
An asterisk follows results filed as active; i = inactive; ? = inconclusive; · = no result given; & = joins results of further samples; [ ] = another dose, or the depositor's remark. Unless noted, calls come from the whole dose curve; as a rule, active = well fitted curve in the direction sought with a large enough effect; inconclusive = small, poorly fitted or top-dose-only effect, or another doubt; inactive = no such curve, though single readings can be large; an effect the other way counts as inactive or inconclusive. These rows are one share of the data; count on the stated rates, not on these rows.

SMILES	HEK293 tox	GLP1R ag	PI5P4Ka inh	PTHR1 ag	PLK1 PBD inh	IL-2 act	EPAC1 antagonist	EPAC1 ag	GLP-1R inv ag
CC1CCC2(CC1)NC(=S)N(c1ccccc1)N2 (stereo not given)	-17.0%	-1.5%	1.5	i	-10.1%	-0.2	0.6%	3.8%	?
Cc1cc(C(=O)N2CCC2(C)C(=O)Nc2cccc3c2CCCC3)nn1C (stereo not given)	6.2%	-2.0%	-0.8	i	4.8%	0.5	-5.6%	-2.4%	-28.8%
O=C(CN1c2cccc3cccc(c23)S1(=O)=O)N1CCN(c2ccc(F)cc2)CC1	-3.4%	-8.3%	-28.6	-24.9%	-2.0%	0.1	-1.9%	5.6%	?
COc1cccc(C(=O)NNc2nc(C)cc(C)n2)c1	-15.2%	-13.9%	4.9	i	-2.4%	-0.1	-15.3%	1.1%	9.1%
C/C(CCC(C)C)=N\Nc1ccc(S(N)(=O)=O)cc1[N+](=O)[O-]	-14.6%	-5.3%	4.7	-72.7%[inhibitor]	-12.5%	0.6	-16.1%	16.1%	12.0%
CC(C)COc1ccc(C(=O)N/C(=C\c2cccc([N+](=O)[O-])c2)C(=O)O)cc1	15.4%	-1.8%	4.4	-3.0%	-12.0%	-1.2	-17.4%	7.9%	22.2%
COc1cccc(C(=O)NC2CCN(CC(=O)Nc3ccccc3Cl)CC2)c1	7.1%	8.9%	4.6	-12.3%	-0.4%	1.0	-8.1%	7.1%	13.8%
Cc1cc(C)n2nc(SC(C)C(=O)NC3CCCCC3C)nc2n1 (stereo not given)	-6.9%	3.1%	1.5	8.4%	-6.8%	1.6	2.5%	11.7%	7.8%
Cn1c(=O)c2c(nc(Oc3ccccc3)n2C)n(C)c1=O	-9.8%	-6.3%	1.3	i	-1.1%	0.0	12.9%	-1.1%	-2.9%
FC(F)(F)c1cc(CCN2CCNC[C@@H]2Cc2ccccc2)cc(C(F)(F)F)c1	?	1.4%	50.0	14.3%	-13.6%	-0.6	-18.5%	-9.0%	?
COc1ccc(-n2nnnc2SCC(=O)N2CCCC2)cc1OC	8.6%	26.5%	·	i	-3.5%	-1.6	-12.2%	0.8%	17.0%
Cc1cccn2c(=O)c3cc(S(=O)(=O)c4ccccc4)c(=N)n(Cc4ccco4)c3nc12	214.3%[activator]	-2.1%	-1.4	?	-4.2%	-0.1	-9.4%	1.4%	0.7%
O=C(OCC(=O)N1CCN(C(=O)c2ccco2)CC1)c1ccccc1C(=O)c1ccc(Cl)cc1	-2.6%	-0.7%	·	-0.6%[57.5 µM]	-3.9%	-1.1	11.5%	3.0%	4.3%
CC(=O)Nc1ccc(-c2cn3ccsc3n2)cc1	-4.9%	-6.9%	-0.5	-6.9%[57.5 µM]	1.1%	-2.6	3.1%	0.1%	-1.7%
CCOc1ccccc1CN1CCN(S(=O)(=O)CC)CC1	1.1%	12.6%	·	-7.6%[57.5 µM]	-6.5%	-2.1	4.4%	7.7%	1.6%
COc1cc(C(=O)N2CCCc3ccccc32)c([N+](=O)[O-])cc1OC	-5.4%	-6.6%	-4.6	-15.1%	-11.7%	1.6	-14.2%	8.1%	-22.7%
O=C(O)CNC(=O)c1ccc(Oc2c(F)c(F)c(Oc3ccc(C(=O)NCC(=O)O)cc3)c(F)c2F)cc1	-1.9%	-1.4%	-17.5	-4.6%	1.7%	0.3	-4.9%	-2.4%	20.1%
CCOC(=O)c1c(S(=O)(=O)Nc2ccccn2)c(C)n(C)c1C	-6.4%	-2.3%	-1.2	i	1.4%	-1.0	3.6%	2.0%	12.6%
NS(=O)(=O)c1ccc(CNc2ccc3ccccc3n2)cc1	13.7%	0.2%	-1.2	-12.1%	-2.7%	-2.0	-22.6%	6.7%	3.0%
CN(CC(=O)Nc1ccc2c(c1)OCO2)S(=O)(=O)c1ccc(F)cc1	-2.6%	5.3%	1.6	i	-3.3%	-0.3	-5.2%	8.5%	2.7%
CCC(C)C1(C2CCCC2)NC(=O)NC1=O (stereo not given)	0.1%	0.1%	1.3	i	-0.1%	2.4	-22.7%	-7.1%	1.0%
CNc1nc(CCN2C(=O)c3ccccc3C2=O)cs1	-15.1%	10.3%	·	-2.9%[57.5 µM]	1.9%	1.4	8.0%	4.8%	8.6%
O=c1c2sc3ccccc3c2n(Cc2ccccc2F)c(=O)n1-c1ccccc1Cl	8.1%	0.5%	·	-11.2%	·	·	·	·	16.4%
Cc1c(CCC(C)C)c(-n2ccnc2C)n2c(nc3ccccc32)c1C#N	27.0%	5.6%	-0.5	-33.1%	-5.6%	-1.9	0.5%	-0.4%	1.7%
Cc1ccc(S(=O)(=O)N2C[C@]3(O)C[C@@H]4C(=O)N(c5ccccc5)C(=O)[C@@H]4C[C@]3(OC(=O)NCc3ccccc3)C2)cc1	13.2%	-0.2%	-9.0	-33.4%	-5.4%	-0.9	-7.7%	-13.9%	18.0%
CCOC(=O)c1cc([N+](=O)[O-])c([N+](=O)[O-])cc1NC(C)=O	?	0.1%	0.5	-5.9%	8.44µM*	-2.0	?	-9.8%	?
COc1cccc(C(=O)Nc2c(C(=O)Nc3ccc(F)cc3)oc3ccccc23)c1OC	2.9%	2.8%	·	i	·	·	·	·	5.3%
COc1ccc(-n2nc(C(=O)NCC(=O)NCCCN3CC(C)CC(C)C3)c3ccccc3c2=O)cc1Cl (stereo not given)	?	21.4%	-3.2	i	-8.1%	-0.5	4.4%	6.3%	?
COc1ccc(NC(=O)CC2C(=O)N(c3ccc(OC)cc3)C(=O)N2Cc2ccc(OC)c(OC)c2)cc1 (stereo not given)	-3.6%&0.1%	-1.0%	-8.6	-16.2%	4.7%	0.2	1.4%	-2.9%	10.8%&14.8%
CCOc1cc2[nH]c(=S)n(Cc3ccc(C(=O)NCCN(CC)CC)cc3)c(=O)c2cc1OCC	?	42.7%	3.3	i	-13.3%	0.2	3.3%	4.1%	11.5%
COc1ccc(-c2cc(C(F)(F)F)nc(NCc3ccc(F)cc3)n2)cc1	2.6%	-1.2%	·	i	·	·	·	·	?
CC(C)C(OC(=O)c1nsc(Cl)c1Cl)C(=O)NCC1CCCO1 (stereo not given)	-13.5%	-4.2%	-1.0	50.1µM*	2.5%	-2.1	-14.6%	-14.5%	4.3%
COc1cccc2cc(C(N)=O)/c(=N\NC(=O)c3ccccc3)oc12	7.9%	0.1%	-7.6	-84.2%[inhibitor]	-12.8%	-5.4	-10.6%	-0.6%	15.2%
Cc1ccc(Nc2nc(-c3sc(C)nc3C)cs2)cc1	?	9.0%	15.5	-36.7%[inhibitor]	0.7%	0.1	-23.9%	-11.3%	?
Cc1cc(Cl)ccc1OCC(=O)NCCOc1nc(N2CCOCC2)nc(N2CCOCC2)n1	-2.4%	-7.8%	6.1	-32.1%[inhibitor]	-4.3%	-2.6	6.3%	-8.4%	0.1%
COc1ccc(NC(=O)CNC(=O)Cn2ccc3ccccc3c2=O)c(OC)c1	2.7%&-1.8%	9.3%&-2.0%	5.0	i	-2.2%	-0.3	-19.1%	7.2%	21.6%&12.4%
CN(Cc1ccccc1)C(=O)c1ccc2sc([C@H]3C[C@H](O)[C@@H](CO)O3)nc2c1	2.3%	0.2%	2.4	i	-4.1%	0.4	-7.7%	3.8%	9.7%
Cc1ccc(CNC(=O)CCNC(=O)c2ccco2)cc1	-21.0%	-6.6%	2.2	i	-0.9%	-0.3	-7.1%	0.0%	1.5%
COc1cccc(CNC(=O)C(=O)NCC2CCCO2)c1 (stereo not given)	-7.8%	-14.5%	6.4	-9.1%[57.5 µM]	-4.6%	-0.4	-17.8%	5.1%	18.9%
O=C(CN1CCN(Cc2ccccc2)C1=O)NCCCN1CCOCC1	0.1%	0.3%	2.0	-6.4%	-3.9%	-2.7	1.6%	4.9%	10.4%
COc1ccccc1N1CCN(C(=O)c2cc(=O)c3cc(C)cc(C)c3o2)CC1	7.6%	20.4%	3.5	i	-7.4%	-1.2	?	-6.8%	-48.7%
COC(=O)c1ccc(NCCC(=O)O)cc1	-6.9%	-3.1%	-4.0	-0.7%	-10.2%	-0.1	-2.2%	1.4%	3.0%
S=C(NCc1ccccc1)NCc1ccc2c(c1)OCO2	-1.5%	2.2%	-7.4	i	-9.1%	-1.2	-11.6%	12.8%	-11.7%
CC(C)CN(C(=O)c1cccc(S(=O)(=O)N2CCN(Cc3ccccc3)CC2)c1)C1CCS(=O)(=O)C1 (stereo not given)	-5.8%	0.9%	8.1	-3.2%	-1.6%	1.4	-8.0%	-10.3%	-12.3%

3 entries from above, set out differently:
structure,HEK293 tox,GLP1R ag,PI5P4Ka inh,PTHR1 ag,PLK1 PBD inh,IL-2 act,EPAC1 antagonist,EPAC1 ag,GLP-1R inv ag
COc1ccc(-c2cc(C(F)(F)F)nc(NCc3ccc(F)cc3)n2)cc1,2.6%,-1.2%,·,i,·,·,·,·,?
CC(C)C(OC(=O)c1nsc(Cl)c1Cl)C(=O)NCC1CCCO1 (stereo not given),-13.5%,-4.2%,-1.0,50.1µM*,2.5%,-2.1,-14.6%,-14.5%,4.3%
COc1cccc2cc(C(N)=O)/c(=N\NC(=O)c3ccccc3)oc12,7.9%,0.1%,-7.6,-84.2%[inhibitor],-12.8%,-5.4,-10.6%,-0.6%,15.2%
